# Screens: PubChem BioAssay, several laboratories
# Ba/F3 V617F tox = reduced viability of JAK2V617F-dependent Ba/F3 cells, primary screen, JAK2V617F inhibitor project, cell-based, Ba/F3 EpoR-JAK2V617F, luminescence; inhibition, % at 5.6 µM; ATP luminescence; hit rate 1.1% among 220,000;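 active means inhibition above the campaign mean plus 3 SD over all tested compounds, cut at about 24% in these data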;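 further: cytokine-independent growth of Ba/F3 cells driven by EpoR plus mutant JAK2; 0% = DMSO-treated cells and 100% = JAK inhibitor I control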
# MDM2 E3 inh = MDM2-luciferase reporter signal enhancers, primary screen, MDM2 E3 ligase inhibitor project, cell-based, luminescence, 1536-well. E3 ubiquitin-protein ligase Mdm2 (Homo sapiens), Q00987. cell-based MDM2 ubiquitination luciferase reporter, 2 h; 0 = plate control, 100 = twice control, blank-subtracted. signal enhancement, % at 5 µM. hit rate 0.11% among 210,000. AID 1230, 2008;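 active means signal enhancement of 30% or more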;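 further: luminescence tracks abundance of the self-degrading MDM2-luciferase fusion protein; higher signal means inhibition of MDM2 E3 ligase activity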
#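 Assay system: mammalian cells stably expressing self-ubiquitinating, self-degrading MDM2 E3–luciferase fusion. Quantity: 2000 cells in each well. Medium: DMEM culture medium. Compound dosing: single-point 5 µM. Timing: cell settling 4 h, compound treatment 2 h, both 37 °C. Technique: luciferase luminescence. Read-out basis: percent signal gain over controls, blank-subtracted. Benchmarks: plate controls and plate blanks.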
# Wee1 stabilizer = Wee1 degradation inhibitors, primary screen, cell-based, HeLa, Wee1K328M-luciferase, luminescence | Wee1-like protein kinase (Homo sapiens), P30291 | HeLa Luc-Wee1K328M stability; 100% = proteasome inhibitor MG132 effect | reporter increase, % at 5 µM | hit rate 1.2% among 220,000;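 active means activation above the mean of all tested compounds plus 3 SD, set per screening run, cut at about 8.8% in these data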;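 further: cells exposed to compound for 20 h before luminescence read; 0% = DMSO alone and 100% = MG132 at 30 µM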
# BaF3 parental = parental Ba/F3 cell viability inhibition, counter-screen for JAK2V617F inhibitor project, murine pro-B, CellTiter-Glo luminescence | CellTiter-Glo ATP luminescence | inhibition, % at 5.6 µM | hit rate 1.1% among 220,000;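 active means inhibition above a per-campaign cutoff, the mean inhibition of all tested compounds plus 3 SD, cut at about 27% in these data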;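 further: 0% = DMSO wells and 100% = JAK Inhibitor I control wells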
# S1P4 antagonist = S1P4 receptor antagonists, primary screen, cell-based; Sphingosine 1-phosphate receptor 4 (Homo sapiens), O95977; S1P4-expressing cells, antagonist mode, reporter read-out; inhibition, % at 4.98 µM; hit rate 0.26% among 220,000; in the data active means inhibition above about 29%;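 further: 0% = wells stimulated with agonist and 100% = vehicle wells without agonist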
# eIF4E-4G inh = eIF4E–eIF4G protein interaction inhibitors, primary screen, biochemical, uHTS, TR-FRET, eIF4GI fragment; AID 782, 2007; hit rate 0.37% among 220,000; Eukaryotic translation initiation factor 4E (Mus musculus) + Eukaryotic translation …; inhibition, % at 21.7 µM; TR-FRET eIF4E-eIF4GI(517-606) binding, 2 h;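 active means inhibition above about 30%, limit read from the data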;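 further: 0% = full FRET control wells and 100% = background wells lacking eIF4GI fragment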
# S1P4 ag = S1P4 receptor agonists, primary screen, cell-based. Sphingosine 1-phosphate receptor 4 (Homo sapiens), O95977. S1P4-expressing cell line, agonist reporter assay. activation, % at 4.98 µM. hit rate 0.35% among 220,000. AID 1509, 2009; in the data active means activation above about 11%;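 further: 0% = DMSO vehicle and 100% = reference agonist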
# PERK inh = block of dimerizer-induced PERK translation repression, primary screen, PERK inhibitor project, CHO PERK-DD cells, SEAP luminescence, HTS; CHO PERK-DD fusion, SEAP luminescence translation reporter; inhibition, % at 5.6 µM; hit rate 0.17% among 220,000; AID 1416, 2008;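 active means inhibition above the mean inhibition of all tested compounds plus 3 SD, set separately per screening campaign, cut at about 2.9% in these data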;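 further: PERK kinase domain activated by AP20187 dimerizer at 100 nM; 0% = DMSO with dimerizer and 100% = rapamycin at 8.4 µM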
# Target sequence (Q9NZJ5 whole entry, looked up, the tested form may be a part): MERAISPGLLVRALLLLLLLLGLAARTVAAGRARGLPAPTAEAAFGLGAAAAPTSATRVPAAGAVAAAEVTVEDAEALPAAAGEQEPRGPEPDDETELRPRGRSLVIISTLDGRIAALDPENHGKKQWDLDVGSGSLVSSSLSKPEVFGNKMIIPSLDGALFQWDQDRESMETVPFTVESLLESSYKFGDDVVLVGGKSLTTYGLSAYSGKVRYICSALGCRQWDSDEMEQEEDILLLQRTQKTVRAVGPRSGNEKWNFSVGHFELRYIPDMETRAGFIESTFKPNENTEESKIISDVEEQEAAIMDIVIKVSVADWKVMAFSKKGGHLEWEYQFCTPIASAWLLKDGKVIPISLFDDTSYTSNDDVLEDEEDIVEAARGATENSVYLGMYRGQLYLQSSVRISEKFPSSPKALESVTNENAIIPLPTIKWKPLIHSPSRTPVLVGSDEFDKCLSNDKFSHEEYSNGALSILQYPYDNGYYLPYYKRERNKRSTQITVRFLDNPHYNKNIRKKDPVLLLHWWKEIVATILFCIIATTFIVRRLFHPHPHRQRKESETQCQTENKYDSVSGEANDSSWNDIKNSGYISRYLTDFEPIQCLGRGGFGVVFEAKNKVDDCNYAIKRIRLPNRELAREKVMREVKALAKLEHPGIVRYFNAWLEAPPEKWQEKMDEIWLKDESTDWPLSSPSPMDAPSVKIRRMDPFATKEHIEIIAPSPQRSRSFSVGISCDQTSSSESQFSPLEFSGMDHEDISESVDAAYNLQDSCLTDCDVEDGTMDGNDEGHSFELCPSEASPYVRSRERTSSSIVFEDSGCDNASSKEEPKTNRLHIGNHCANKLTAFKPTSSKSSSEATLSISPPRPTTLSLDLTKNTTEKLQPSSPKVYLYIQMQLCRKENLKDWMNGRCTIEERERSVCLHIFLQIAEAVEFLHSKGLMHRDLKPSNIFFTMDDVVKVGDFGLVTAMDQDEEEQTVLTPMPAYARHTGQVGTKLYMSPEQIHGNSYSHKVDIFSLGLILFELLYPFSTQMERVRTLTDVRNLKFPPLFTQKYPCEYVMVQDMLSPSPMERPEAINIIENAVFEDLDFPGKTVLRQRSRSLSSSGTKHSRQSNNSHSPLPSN
# NPY-Y2 PAM-ag = NPY-Y2 potentiators or agonists, primary screen, cell-based; Neuropeptide Y receptor type 2 (Homo sapiens), P49146; cells expressing NPY-Y2, potentiator/agonist read-out; activation, % at 3.6 µM; hit rate 0.45% among 220,000; in the data active means activation above about 27%;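 further: cells stimulated with NPY near EC25 plus isoproterenol at EC100; 0% = vehicle plus submaximal agonist and 100% = vehicle plus saturating agonist; some results beyond the cut were filed as inactive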
# Active calls of the source: *; . = not tested or not shown; [ ] = dose if it differs, or a comment.
SMILES,Ba/F3 V617F tox,MDM2 E3 inh,Wee1 stabilizer,BaF3 parental,S1P4 antagonist,eIF4E-4G inh,S1P4 ag,PERK inh,NPY-Y2 PAM-ag
CCCc1nc(NC(C)=O)c(C#N)c(-c2ccco2)c1CC,0.9,-6.0,-1.7,6.6,-6.2,1.8,0.3,0.7,4.7
N/C(Cc1ccc(Cl)cc1)=N\OC(=O)c1ccc2ccccc2c1,1.2,-13.8,-3.4,5.1,-5.5,-1.6,0.4,1.2,-11.2
COc1ccc(N2C(=O)C3CCCN3C2c2cc(OC)c(OC)cc2OC)cc1 (stereo not drawn),-3.5,-2.8,-2.7,1.7,-26.6,0.1,0.2,0.5,-0.5
O=C(c1ccc2nc(N3CCCCC3)sc2c1)N1CCN(Cc2ccc3c(c2)OCO3)CC1,4.5,3.3,-2.4,3.0,-10.9,-1.2,-0.2,-2.1,-8.0
CCOc1ccc(NC(=O)c2nsc(Cl)c2Cl)cc1,-0.4,-8.9,3.6,0.8,2.2,-1.0,-0.1,0.5,-5.6
COc1ccccc1C1/C(=C(/O)c2ccc(Cl)cc2)C(=O)C(=O)N1CCN1CCOCC1 (stereo not drawn),2.9,-8.9,-1.9,3.6,-6.4,-3.8,-0.2,0.0,-9.4
COc1ccc(C2c3ccc(O)cc3Oc3ncn(CCCO)c(=N)c32)cc1 (stereo not drawn),1.9,-8.1,0.6,-1.1,-5.2,-0.1,0.1,2.0,-13.8
COc1ccc(Br)cc1C1CC(=O)N2CN(Cc3ccccc3)CSC2=C1C#N (stereo not drawn),4.2,-27.6,-1.3,7.9,-15.5,-2.5[fluorescence artefact?],-3.6,0.1,-9.6
COc1ccccc1/C=N/N1C(=O)c2cccc3cccc(c23)C1=O,0.3,-4.0,-0.1,4.3,-4.9,-0.5,-0.5,-0.1,-8.5
COc1ccc(Cl)cc1Nc1nc(-c2sc(NC(=O)C(C)(C)C)nc2C)cs1,-2.8,-8.7,-2.8,1.0,-20.9,-4.8,1.1,-0.8,13.1
O=C(COc1nncc2ccccc12)Nc1c(F)c(F)c(F)c(F)c1F,-1.9,0.3,0.6,6.9,-13.1,-2.1,1.0,0.4,4.7
CC1=CC(c2ccc(Cl)cc2)n2nc(NC(=O)CCC(=O)O)nc2N1 (stereo not drawn),0.6,.,-1.4,-8.2,-12.2,-1.7,0.4,0.7,-3.0
Cc1nn(C)c(Oc2ccccc2)c1CCNS(=O)(=O)c1ccc(F)cc1,-3.9,-15.9,-2.0,4.2,-19.9,1.8,2.0,-0.6,1.2
C/C(=N\NC(=O)CSc1nc2ccccc2o1)c1ccc(O)cc1,0.3,-2.2,-0.6,3.7,-2.5,8.4,1.2,0.5,5.4
NC(=O)COc1ccc(-c2noc(COc3ccccc3[N+](=O)[O-])n2)cc1,-6.0,-1.4,-0.7,0.3,-21.5,1.5,-0.3,0.4,7.0
O=C(NCCC1=CCCCC1)c1ccc(Br)o1,-4.7,-5.0,-0.5,2.0,-18.5,-1.4[fluorescence artefact?],1.1,0.9,-3.9
Cc1cc(C)c(NC(=O)COC(=O)CSc2ccc(Br)cc2C)c(C)c1,-0.5,-1.7,-1.4,0.7,3.5,0.6[fluorescence artefact?],0.3,1.7,1.0
O=C1c2ccccc2NC2CCCCC12 (stereo not drawn),-5.1,12.8,-0.1,-1.0,-17.2,-3.2,-5.6,1.0,3.7
COc1ccc(-c2nnc(SCC(=O)N(C)C3CCS(=O)(=O)C3)n2N)cc1OC (stereo not drawn),-2.8,-15.3,3.8,-1.7,-2.4,4.5,-0.4,1.3,-9.2
Cc1ccc(N=Cc2cc3c(cc2O)OC(N)=C(C#N)C3c2ccccc2)cc1 (stereo not drawn),-1.1,-13.5,-0.3,4.2,-1.5,-0.2,2.0,0.0,-14.9
O=[N+]([O-])c1ccc(O)c(/C=N/n2cnnc2)c1,-1.1,-12.5,-2.4,5.7,-7.7,-4.2,-0.9,0.4,0.9
CCCCC(O)(CCCC)C(=O)NN(C(=O)c1cccnc1Cl)c1ccccc1,-2.2,-13.7,5.4,-2.3,1.9,-1.6,0.1,-1.6,-29.7
CCOC(=O)c1[nH]ncc1CN1CCCC(C(=O)c2ccc(SC)cc2)C1 (stereo not drawn),1.4,2.1,-1.5,11.6,-14.8,3.6,1.7,1.3,7.3
C/C(=N\NC(=O)C1=NNC(=O)C1C)c1cccs1 (stereo not drawn),6.3,6.4,5.4,7.0,-14.0,4.7,0.9,0.2,-0.1
COc1ccc(OC)c(-n2nnnc2SCC(=O)Nc2ccc3c(c2)OCCO3)c1,-2.9,-1.6,-4.4,-1.4,-23.7,-10.8,0.6,-0.4,10.1
SMILES,Ba/F3 V617F tox,MDM2 E3 inh,Wee1 stabilizer,BaF3 parental,S1P4 antagonist,eIF4E-4G inh,S1P4 ag,PERK inh,NPY-Y2 PAM-ag
COc1ccc(C(=O)Nc2cc3c(oc2=O)CCCC3=O)cc1,-0.4,-6.9,1.3,3.0,-11.0,9.4,-0.4,-0.5,10.3
CC(C)OC(=O)c1ccc(S(N)(=O)=O)o1,2.8,-3.8,0.2,8.9,-18.7,0.8,0.8,0.5,-1.8
CCCN1C(=O)C2(SC(NC(C)=O)=NN2C(C)=O)c2cc(C)ccc21 (stereo not drawn),-1.4,4.5,-0.1,2.7,-9.0,-2.8,0.6,0.2,8.7
CCCOc1ccc(NC(=O)C2CC(=O)N/C(=N/N=C(\C)CCc3ccc4c(c3)OCO4)S2)cc1 (stereo not drawn),0.9,2.1,0.0,5.6,-6.2,20.0[fluorescence artefact?],-2.2,1.4,-4.5
CCOC(=O)c1oc2ccc(S(=O)(=O)n3nc(-c4cc(OC)c(OC)c(OC)c4)cc3N)cc2c1C,2.4,-9.1,2.8,5.2,-15.6,-0.4,1.6,-1.3,-4.8
O=C(NCC1CCCO1)C(c1cccs1)N(C(=O)c1ccc(-c2ccccc2)[nH]1)C1CCCC1 (stereo not drawn),-1.7,-11.3,-0.7,3.6,-29.2,-11.6,2.9,-0.1,0.2
CN=C(C)/C(C(=O)OC)=C(/O)c1c(F)cccc1F,-1.1,-4.0,-0.2,-0.8,7.4,-5.9,1.0,0.8,10.5
Cc1nccn1-c1ccc(C(F)(F)F)cc1NC=O,-0.7,-8.2,-2.2,1.1,-27.6,7.8[fluorescence artefact?],1.2,0.3,11.4
COc1ccc(/C(C#N)=C/c2c(-c3ccc(Cl)cc3)nc3c(C)cccn23)cc1,5.6,-16.3,-1.2,3.7,2.7,6.8[fluorescence artefact?],-1.0,0.0,-3.6
Cc1ccc(-n2nc3c(c2NC(=O)c2ccc4c(c2)OCO4)CS(=O)C3)cc1 (stereo not drawn),3.0,10.2,3.4,7.4,13.8,2.0[fluorescence artefact?],0.0,1.0,-9.2
COc1ccccc1NC(=O)Cn1cc(C#N)c2ccccc21,-1.9,0.6,1.8,2.1,-10.6,-5.0,-1.0,-0.7,11.4
CCCCCCc1c(O)nc(SCCN2CCOCC2)[nH]c1=O,-0.8,-29.4,-2.0,5.8,8.5,-6.3,2.0,-0.7,-2.1
COc1ccccc1NC(=O)N1CCN(CCc2ccccc2)CC1,-1.3,0.8,0.6,2.9,3.2,-7.7,0.0,0.7,-17.6
CCN(CC)C(=O)/C(=C/c1cccc([N+](=O)[O-])c1)NC(=O)c1ccco1,-1.4,-11.6,6.2,2.6,-5.9,-0.3,0.2,0.0,6.9
Cc1ccc(Cn2nnc3c(=O)[nH]c(C4CCCN(C(=O)Nc5ccc(F)cc5)C4)nc32)cc1 (stereo not drawn),-4.3,-20.8,0.6,3.8,-6.1,0.7,0.3,0.0,-10.8
CCOC(=O)C1(CCCc2ccccc2)CCN(C(=O)CCCn2cncn2)CC1,-2.5,-2.2,-2.2,6.4,1.3,0.3,-0.7,0.5,-1.1
O=C1c2cccc3cc([N+](=O)[O-])cc(c23)C(=O)N1CC1CCCO1 (stereo not drawn),0.7,-11.2,-1.8,-5.0,-6.7,15.3,-0.8,-1.9,-45.0
CN1CCN(S(=O)(=O)c2ccc(NC(=S)NC(=O)C3CCCCC3)cc2)CC1,-0.3,0.1,-0.7,5.9,-13.1,3.9,1.8,-0.2,-1.4
COc1cc(C2(O)CCCCC2C)cc(OC)c1OC (stereo not drawn),-0.7,-7.6,-1.8,2.9,-16.5,4.3[fluorescence artefact?],-0.1,0.9,5.1
CC(C)C(=O)NCCSc1c[nH]c2ccccc12,0.3,0.4,0.2,9.2,-16.6,-0.1[fluorescence artefact?],2.2,2.2,12.4
O=[N+]([O-])c1ccccc1/C=N/Nc1nnc(-c2ccccc2)c(-c2ccccc2)n1,-2.3,-2.0,-0.5,1.3,-8.3,-3.5[fluorescence artefact?],2.6,0.7,1.3
COC(=O)c1ccc(NC(=O)CSc2nncc3ccc(OC)c(OC)c23)cc1,-3.9,-12.8,-0.1,2.9,-17.3,-1.7,-0.1,0.1,-0.6
CCNc1nc(N)nc(-c2cc(Cl)ccc2OC)n1,-3.7,-2.1,1.7,3.5,-0.1,-0.1,-2.8,0.9,-10.6
CCN1CCN(CC(=O)Nc2ccc3c(c2)OCO3)C(=O)C1=O,-2.0,-15.0,-1.2,2.5,-22.5,-2.2,1.6,0.1,12.4
CCN(CC)c1ccc(N=Cc2ccc([N+](=O)[O-])o2)cc1,7.3,-10.4,-2.3,13.9,-1.4,14.5,0.1,-0.2,-6.6
SMILES,Ba/F3 V617F tox,MDM2 E3 inh,Wee1 stabilizer,BaF3 parental,S1P4 antagonist,eIF4E-4G inh,S1P4 ag,PERK inh,NPY-Y2 PAM-ag
COc1ccc(NC(=O)c2oc3ccccc3c2NC(=O)c2ccc3c(c2)OCO3)cc1,4.0,-8.6,-1.2,9.1,8.2,2.0,0.3,0.3,-0.2
O=C(NC(=S)Nc1cc(C(F)(F)F)ccc1N1CCOCC1)c1sc2ccccc2c1Cl,3.7,-6.4,-1.3,13.2,-9.5,3.2[fluorescence artefact?],2.5,0.8,2.5
COCCCNCCOCCOc1ccccc1-c1ccccc1,0.8,-8.1,0.8,0.3,0.3,0.4[fluorescence artefact?],0.8,-0.5,-24.0
O=C(CCCn1c(=S)[nH]c2ccccc2c1=O)N1CCN(c2cccc(Cl)c2)CC1,-3.0,-25.3,0.2,5.0,0.6,16.0,0.1,0.7,0.8
COc1cccc(-n2c(=S)[nH]c3c(oc4ccccc43)c2=O)c1,4.2,6.2,5.9,6.0,-11.3,-6.4,0.6,0.5,-10.9
COC(=O)COc1ccc(Oc2cc(C)nc(SC)n2)nn1,-3.9,-14.8,-0.6,2.9,26.1,-8.1[fluorescence artefact?],0.4,0.9,-2.2
